Assay outcomes (PubChem)
TDP1 cell noCPT = qHTS for Inhibitors of human tyrosyl-DNA phosphodiesterase 1 (TDP1): qHTS in cells in absence of CPT | DT40 Tdp1-/- hTDP1 cells, no CPT, ATP luminescence, 48 h | Potency, µM (top dose mostly 46.2 µM), for inactives: top-dose activity change, negative = growth inhibition, usual class: inhibitors | actives 15% (n = 420,000); note: nearly all actives have a fitted effect of over 55% in size
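Chicken DT40 Tdp1-/- cells complemented with human TDP1, screened without camptothecin (DMSO vehicle only), 400 cells/well. Compounds pin-transferred, cells incubated at 37 °C for at least 48 hr. Growth read as ATP-dependent luminescence (CellTiter-Glo, 30 min at RT).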
TDP1 inh = qHTS Assay for Inhibitors of Tyrosyl-DNA Phosphodiesterase (TDP1) | recombinant TDP1, AlphaScreen DNA substrate cleavage | Tyrosyl-DNA phosphodiesterase 1 (Homo sapiens), Q9NUW8 | Potency, µM (top dose mostly 130 µM), for inactives: at the top dose activity change, negative = inhibition, most hits filed as inhibitors | actives 0.28% (n = 350,000) | AID 485290, 2010; note: nearly all actives have a fitted effect of over 40% in size
Target sequence (Q9NUW8 whole entry, looked up): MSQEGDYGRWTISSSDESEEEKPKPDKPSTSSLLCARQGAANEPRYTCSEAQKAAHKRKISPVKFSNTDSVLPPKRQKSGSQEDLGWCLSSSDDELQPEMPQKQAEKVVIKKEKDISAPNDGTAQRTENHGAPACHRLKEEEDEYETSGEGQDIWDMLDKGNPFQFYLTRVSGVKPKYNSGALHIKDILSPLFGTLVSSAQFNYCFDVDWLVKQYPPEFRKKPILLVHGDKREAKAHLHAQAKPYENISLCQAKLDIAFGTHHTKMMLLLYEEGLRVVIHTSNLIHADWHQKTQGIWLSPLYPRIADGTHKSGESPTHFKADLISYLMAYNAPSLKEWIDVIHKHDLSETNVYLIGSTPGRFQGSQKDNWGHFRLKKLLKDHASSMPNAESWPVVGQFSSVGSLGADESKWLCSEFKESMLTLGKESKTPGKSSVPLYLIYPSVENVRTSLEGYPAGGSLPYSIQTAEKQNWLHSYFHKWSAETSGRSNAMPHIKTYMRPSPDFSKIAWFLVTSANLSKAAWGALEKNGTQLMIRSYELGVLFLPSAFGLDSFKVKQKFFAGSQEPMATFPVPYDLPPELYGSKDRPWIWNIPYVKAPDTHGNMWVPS
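E. coli-derived human Tdp1, 1 nM final. Cpd preinc 15 min RT; substrate 15 nM final, 5 min RT; AS bead mix 10 ug/ml final, 10 min RT. Signal loss = tyrosine-FITC cleavage. No-enzyme wells = max signal.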
DT40 TDP1 CPT = qHTS for Inhibitors of human tyrosyl-DNA phosphodiesterase 1 (TDP1): qHTS in cells in presence of CPT; chicken DT40 Tdp1-/-;hTDP1 cells + 20 nM CPT, ATP luminescence, 48 h; Potency, µM (titrated, usually from 46.2 µM), inactives show top-dose activity change, negative = growth inhibition, usual class: inhibitors; actives 12% (n = 420,000); note: nearly all actives have a fitted effect of over 55% in size
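Chicken DT40 Tdp1-/- cells stably complemented with human TDP1 were seeded at 400 cells/well in medium containing 20 nM camptothecin, exposed to pin-transferred compounds, and grown at 37 °C for at least 48 hr. Viability was read as ATP luminescence.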
An asterisk follows results filed as active; u = inconclusive; x = no result given; & = joins results of further samples; [ ] = another dose, or the depositor's remark. Calls come from the whole dose curve; as a rule, active = well fitted curve in the direction sought with a large enough effect; inconclusive = small, poorly fitted or top-dose-only effect, or another doubt; inactive = no such curve, though single readings can be large; an effect the other way counts as inactive or inconclusive. % is set by controls: 0 for no effect and ±100 for the full control effect; potency is the fitted concentration of half-maximal effect.

compound,TDP1 cell noCPT,TDP1 inh,DT40 TDP1 CPT
CCN(CC)c1ccc(SS(=O)(=O)O)cc1,-28%&-2%,8%&-3%,-9%&4%
CCC(C)(C)NC(=O)C(c1cccnc1)N(C(=O)c1csnn1)c1ccccc1 (stereo not drawn),8%,4%,0%
O=C(NC(=S)Nc1ccc(N2CCOCC2)c(Cl)c1)c1cncc(Br)c1,-34%,2%,-3%
N#Cc1cn(CCOc2ccccc2F)c2ccccc12,u,-7%,-24%
Cc1ccc(NC(=O)c2cc(Cl)nc3ccccc23)cc1,-6%,3%,-6%
COc1ccc(Br)cc1S(=O)(=O)N(CC(=O)N1CCN(C)CC1)c1ccccc1,-5%,5%,-1%
O=C(CSCc1cnn(-c2ccccc2)c1-n1cccc1)NCCN1CCOCC1,-24%,3%,-14%
CCC1=C(OC(=O)N(CC)CC)N2C(=O)OC(=NCC3CC3)[C@]2(Cc2ccccc2)[C@H]2C1=CC[C@H]1C(=O)N(CC)C(=O)[C@H]12,21µM*,8%&4%,16µM*
COc1ccc(-n2c(=S)[nH]c3ncccc3c2=O)cc1,2%,2%,15%
COc1ccc(NC(=O)NNC(=O)C(C)Oc2ccc(C(C)C)cc2)c(OC)c1 (stereo not drawn),-12%,5%,-25%
COC(=O)c1ccccc1NC(=O)Cn1cnc2ccc(S(=O)(=O)N3CCC(C)CC3)cc2c1=O,-3%,2%,5%
Cc1ccc2c(c1)C(Cc1ccccc1F)C(=O)N2 (stereo not drawn),u,2%,u
CC(C)=CCCC(C)CN1CCC(n2nccc2NC(=O)c2ccc3c(c2)OCO3)CC1 (stereo not drawn),u,3%,u
COC(=O)c1ccc(CN2[C@H](C(=O)OC)C[C@@]3(O)[C@@H](O)[C@@H](O)[C@@H](O)C[C@@H]23)cc1,1%,3%&5%,u
CCC1S/C(=N/N=C/c2ccco2)N(Cc2ccccc2C)C1=O (stereo not drawn),u,x,u
CC(=O)Nc1ccc(S(=O)(=O)/N=C2\SCCN2S(=O)(=O)c2ccc(NC(C)=O)cc2)cc1,-6%,-3%,1%
O=C1CC(=O)Nc2ccccc2N1,5%,x,14%
COc1ccc(-c2cc(C(C)=O)c(C)n2CCC(=O)Nc2cccc(C)c2C)cc1,u,3%,u
CC(=O)C(c1ccccc1)C(c1ccccc1)C(C)[N+](=O)[O-] (stereo not drawn),u,x,7%
CC(C)(C)OC(=O)CNC(=O)c1nc[nH]c1C(=O)NCC(=O)OC(C)(C)C,u,4%,-25%
Cc1ccc(S(=O)(=O)N(CC(=O)N/N=C/c2cccc(C)c2)c2cccc3cccnc23)cc1,21µM*,1%,u
CC1(c2ccccc2)NC(=O)N(CC(=O)Nc2ccc(S(=O)(=O)NC3=NCCCCC3)cc2)C1=O (stereo not drawn),21%,x,-2%
C1=Cc2ccccc2/C1=C\c1ccc2c(c1)OCO2,-37%,x,-24%
CC(C)(C)C1CCc2c(sc(NC(=O)c3cc(-c4ccc(F)cc4)on3)c2C#N)C1 (stereo not drawn),-7%,-5%,-12%
CC1=C(C(=O)OCC2CCCCC2)C(c2ccc(Cl)cc2)CC(=O)N1 (stereo not drawn),u,-4%[12.3 µM],u
COc1ccc(NC(=O)c2cc(C)nc3ccccc23)c(OC)c1,-8%,5%,13%
Cc1nc2nc(SCC(=O)N(C)Cc3ccccc3)nn2c(C)c1Cc1ccccc1Cl,u,6%,u
CCOc1ccc(S(=O)(=O)N2CCCC(C(=O)NCCN3CCOCC3)C2)cc1Cl (stereo not drawn),-15%,x,u
Cc1ccc(Nc2ccc3cc(S(=O)(=O)N4CCCCC4)ccc3n2)cc1F,u,-13%,u
COCCNC(=O)C1CCC(CNS(=O)(=O)c2ccc(F)cc2)CC1 (stereo not drawn),-1%,x,-2%
Cc1ccc(C(c2sc3nc(C)nn3c2O)N2CCN(c3ccc(F)cc3)CC2)cc1 (stereo not drawn),-21%,2%,-30%
CNc1ccc([N+](=O)[O-])cc1C(=O)O,11%,0%,5%
O=c1[nH]c2ccc(S(=O)(=O)N3CCN(c4ccc(F)cc4)CC3)cc2o1,42%[activator],5%,2%
CC(C)(C)c1sc(N)nc1-c1ccccc1,-16%,x,0%
O=C(Nc1ccc(F)cc1)[C@H](CSCc1ccccc1)N1Cc2ccccc2C1=O,-21%,-2%,-25%
O=C(c1cc(COc2ccc(-n3cncn3)cc2)on1)N1CCCC1,-21%,x,-20%
Cn1nnnc1SCC(=O)Nc1cccc([N+](=O)[O-])c1,-22%,5%,-25%
Cn1ncc(Br)c1C(=O)Nc1ccc(F)cc1F,-10%,0%,-10%
COc1ccc([C@H]2CC(=O)C=C(c3ccccc3C(F)(F)F)C2)cc1,-11%,-8%,-18%
CCOC(=O)c1ccc(NC(=O)CCc2nc(-c3ccccc3)no2)cc1,29µM*,0%,18µM*
O=C(O)C1Cc2ccccc2CN1C(=O)c1ccccc1 (stereo not drawn),3%,0%,-18%
O=C(CN1CCN(S(=O)(=O)c2ccccc2[N+](=O)[O-])CC1)Nc1ccc(N2CCOCC2)cc1,u,x,u
COc1ccc(/C=N/NC(=O)C(C)N(c2ccc(OC)cc2)S(C)(=O)=O)cc1 (stereo not drawn),u,3%,u
CC(=O)c1ccc(NC(=O)CSC(C)C)cc1,-8%,3%,u
CC(=O)OC(/C(O)=C(\C#N)c1nc2ccccc2[nH]1)c1ccccc1 (stereo not drawn),18µM*,4%,u
CCCCn1nnnc1SCC(=O)Nc1ccc(C)cc1,-3%,7%,2%
Nc1c(C(=O)c2ccccc2)oc2ccc(Br)cc12,-25%,0%,u
O=C(NCc1ccccc1)C1CC(=O)N(c2ccc(OCC(=O)N3CCOCC3)cc2)C1 (stereo not drawn),0%,x,3%
CCC(=O)N/N=c1/sc2ccccc2n1C,-17%,-2%,-13%
O=C1Cc2cc(NS(=O)(=O)c3ccc([N+](=O)[O-])cc3)cc3c2N1CCC3,-18%,x,u
CC(=O)NC1C(OCc2ccccc2)OC2COC(c3ccccc3)OC2C1OCC(=O)O (stereo not drawn),u,-4%,u
COCCCNCCCOc1ccc(C)cc1Br,u,-9%,u
COc1cccc(NC(=O)CN(C)C(=O)CCc2nc3sc4c(c3c(=O)[nH]2)CCCC4)c1,-12%,-5%,-5%
CCOc1ccc(Sc2cc(C(=O)NCCCOC)c3ccccc3n2)cc1,16µM*,3%,21µM*
COc1ccc(C2CC(=O)c3c(C)nc(N4CCN(Cc5ccccc5)CC4)nc3C2)cc1OC (stereo not drawn),13µM*,7%,12µM*
O=[N+]([O-])c1cccc(-c2nc(-c3ccccc3)no2)c1,u,6%,-26%
CCCCCn1c(=O)[nH]c2cc(C(=O)N3CCN(c4ccc(F)cc4)CC3)ccc2c1=O,8.2µM*,x,u
CCC(C)C(NC(=O)c1ccccc1NC(=O)c1ccc(OC)cc1)C(=O)NCc1ccco1 (stereo not drawn),-52%,0%,-20%
CCCOC1CCCN(C(=O)CCc2nnc(Cc3cccc(C)c3)o2)C1 (stereo not drawn),-2%,-2%,-11%
CN(Cc1ccccc1)C(=O)c1ccc(Cl)c([N+](=O)[O-])c1,u,3%,u

Compound profiles (already shown). Order of values: TDP1 cell noCPT	TDP1 inh	DT40 TDP1 CPT
Entry for `CCCCCn1c(=O)[nH]c2cc(C(=O)N3CCN(c4ccc(F)cc4)CC3)ccc2c1=O` : 8.2µM*	x	u
Entry for `CCC1=C(OC(=O)N(CC)CC)N2C(=O)OC(=NCC3CC3)[C@]2(Cc2ccccc2)[C@H]2C1=CC[C@H]1C(=O)N(CC)C(=O)[C@H]12` : 21µM*	8%&4%	16µM*

The list goes on.
SMILES	TDP1 cell noCPT	TDP1 inh	DT40 TDP1 CPT
NC(=O)C1CCN(CC(=O)NCc2ccccc2)CC1	-12%	7%	0%
CC12CN3CC(C)(CN(C1)C3c1ccc([N+](=O)[O-])o1)C2 (stereo not drawn)	u	3%	-3%
Cc1cc(NC(=O)C2CC(=O)N(c3ccccc3C)C2)no1 (stereo not drawn)	8%	0%	-1%
O=C(NC1CCCCCC1)c1cccnc1Sc1ccccc1	u	8%	-9%
COc1ccc(CNC(=O)c2cc(C3CC3)nc3c2cnn3C(C)C)cc1OC	-20%	-2%	u
COc1ccc(N/C=C(\C#N)c2nc3ccccc3n2C)c(OC)c1	23µM*	4%	u
O=C1Nc2cc3c(cc2C1=O)sc1ccccc13	29µM*	x	21µM*
COc1ccc(-n2nc3c(N4CCCC(C(=O)NCCc5ccc(C)cc5)C4)nnc(C)c3c2C)cc1 (stereo not drawn)	3.7µM*	3%	3.3µM*
Nc1ccc(-n2nc3ccccc3n2)cc1	-9%	x	9%
Cc1nc(NS(=O)(=O)c2ccc(Br)cc2)c2c3c(sc2n1)CCC3	-24%	-1%	-20%
CCOc1ccc2nc(NC3=NC(C)(C)C=C(C)N3)nc(C)c2c1	u	3%	u
COc1ccc(NC(=O)CN(C)C(=O)/C=C/c2cn(-c3ccccc3)nc2-c2cccs2)cc1	18µM*	x	u
Cc1cc(NC(=O)c2ccc3c(c2)C(=O)N(Cc2ccccc2)C3=O)no1	u	5%	u
C[C@@H]1CCCCO[C@@H](CN(C)C(=O)Nc2ccccc2)[C@@H](C)CN([C@H](C)CO)C(=O)c2cc(N(C)C)ccc2O1	u	x	-26%
O=C(CSc1nc(=O)n(CCCN2CCOCC2)c2c1CCC2)Nc1ccc(F)cc1	11%	0%	10%

Overlap with the part before: five entries; new compounds follow.
SMILES	TDP1 cell noCPT	TDP1 inh	DT40 TDP1 CPT
CCOc1ccc2nc(NC3=NC(C)(C)C=C(C)N3)nc(C)c2c1	u	3%	u
COc1ccc(NC(=O)CN(C)C(=O)/C=C/c2cn(-c3ccccc3)nc2-c2cccs2)cc1	18µM*	x	u
Cc1cc(NC(=O)c2ccc3c(c2)C(=O)N(Cc2ccccc2)C3=O)no1	u	5%	u
C[C@@H]1CCCCO[C@@H](CN(C)C(=O)Nc2ccccc2)[C@@H](C)CN([C@H](C)CO)C(=O)c2cc(N(C)C)ccc2O1	u	x	-26%
O=C(CSc1nc(=O)n(CCCN2CCOCC2)c2c1CCC2)Nc1ccc(F)cc1	11%	0%	10%
COC(=O)C1(C(=O)OC)C[C@H](/C=C/c2ccccc2)N(Cc2ccccc2OC)[C@@H]1c1ccccc1	15µM*	x	u
O=C1CCCN1c1ccc(S(=O)(=O)N2CCCCC2)cc1[N+](=O)[O-]	-28%	-1%	-8%
COc1ccc(S(=O)(=O)NCCSc2ccc(C)cc2)cc1OC	u	1%	u
COc1ccc(CN(C)C(=O)C23CC4CC(CC(Cl)(C4)C2)C3)c(OC)c1OC	21µM*	3%	23µM*
CN(C)c1nc(N(C)C)n(C(=O)c2cccs2)n1	-21%	5%	-3%
COc1ccc(CCNC(=O)c2ccc(Cn3c(=O)c4ccccc4n(Cc4cc(C)ccc4C)c3=O)cc2)cc1OC	u	5%	-17%
CCN(c1ccccc1)S(=O)(=O)c1ccc(F)c(C(=O)O)c1	-11%	2%	-9%
CCOC(=O)C1=CCN(S(=O)(=O)c2cccc(Cl)c2)C1c1ccccc1 (stereo not drawn)	u	x	u
O=C(N/N=C/C(Br)=C/c1ccccc1)c1ccc([N+](=O)[O-])cc1	4.1µM*	-17%	4.1µM*
C=CCCCCCCCCC(=O)N1CCN(c2cc3c(cc2F)c(=O)c(C(=O)O)cn3CC)CC1	u	x	21µM*
COc1ccc(NC(=O)Nc2cccc3c2O[C@H](CN(C)C(=O)Nc2ccc(C(F)(F)F)cc2)[C@@H](C)CN([C@H](C)CO)C3=O)cc1	16µM*	0%	26µM*
C[C@@H]1CC=C[C@H]2[C@H]1C(=O)N(Cc1ccccc1)[C@H]2c1ccc(-c2ccoc2)cc1F	u	-1%	u
CCOC(=O)c1c(NC(=O)c2ccn(CC)n2)sc2c1CCC2	u	-14%	-29%

Compounds as they come; overall some 18% were active at least once.
